# Source: PubChem BioAssay (National Center for Advancing Translational Sciences (NCATS))
# USP2a block: blocks human ubiquitin-specific protease USP2a | USP2 core, Ub-CHOP2 coupled fluorogenic reporter, 485/531 | Potency, µM (titrated, usually from 38.3 µM), without a hit: at the highest dose activity change, negative = inhibition, most hits filed as inhibitors | 0.01% of 330,000 active | AID 463254;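 further: potency means the concentration at half of the fitted maximal effect; plate controls were DMSO wells for no effect and full inhibition by NEM control for full effect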
#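 Cell-free coupled assay: 10nM USP2 core preincubated 30min RT with compound in Tris-HCl pH 8.0/CaCl2/CHAPS buffer, then 25nM Ub-CHOP2 and 25nM reporter substrate; fluorescence (Ex 485/Em 531) read after 60min RT, normalized to NEM inhibition, concentration-response curves fitted.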
# uPA generation: blocks generation of uPA at the cell surface | cell surface uPA generation assay, qHTS | 0.31% of 330,000 active | Potency, µM (series often up to 38.3 µM), for inactives: at the top dose activity change, negative = inhibition, hits mostly inhibitors | AID 540303; active means well fitted inhibition curve with a large enough effect; inconclusive means small, poorly fitted or top-dose-only effect; inactive means no such curve, though single readings can be large or run the other way; tested in mouse RAW 264.7 cells; further: potency means the concentration at half of the fitted maximal effect; on the % scale 0 is the no-effect control and ±100 the full control effect; nearly all actives have a fitted effect of over 55% in size
# B2AR arrestin: recruits beta-arrestin to the human beta2-adrenergic receptor. P07550. beta-arrestin recruitment to beta2AR, cell-based reporter. Potency, µM (series often up to 46.1 µM), inactives show at the highest dose activation, most hits filed as activators. 0.02% of 330,000 active. AID 492947;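 further: potency means the concentration at half of the fitted maximal effect; 0% = DMSO controls and full agonism = EC100 isoproterenol or metaproterenol; nearly all actives have a fitted effect of over 65% in size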
# Target sequence (P07550 whole entry, looked up): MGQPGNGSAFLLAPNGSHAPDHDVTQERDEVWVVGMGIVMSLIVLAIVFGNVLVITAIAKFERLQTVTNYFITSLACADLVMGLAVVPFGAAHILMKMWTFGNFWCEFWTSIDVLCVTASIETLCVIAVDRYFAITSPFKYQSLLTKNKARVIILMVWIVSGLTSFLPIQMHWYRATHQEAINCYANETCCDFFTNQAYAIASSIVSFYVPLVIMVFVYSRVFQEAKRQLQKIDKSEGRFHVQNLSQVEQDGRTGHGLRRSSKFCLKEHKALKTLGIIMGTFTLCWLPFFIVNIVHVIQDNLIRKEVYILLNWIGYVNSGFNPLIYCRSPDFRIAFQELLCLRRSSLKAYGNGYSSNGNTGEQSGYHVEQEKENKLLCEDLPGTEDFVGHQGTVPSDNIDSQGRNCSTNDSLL
# TRPV1 ag: activates the human vanilloid receptor TRPV1; Q8NER1; TRPV1-expressing cells, Fluo-8 calcium influx, agonist mode; activation, % at 8.33 µM; 0.19% of 320,000 active; AID 540275; in the data active means activation above about 80%; inconclusive means between about 30% and that limit; further: 0% is about no effect
#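 Fluo-8 calcium influx in TRPV1-expressing cells, kinetic read (ex 480/em 520 nm). Compound added and read 3 min for agonist activity, followed by capsaicin at EC20 final and 2 min further read for enhancement.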
# PTAP TSG101 blk: blocks PTAP/TSG101 interaction to inhibit HIV-1 budding. Q99816. Potency, µM (titrated, usually from 115 µM), for the others: at the top dose activity change, negative = inhibition, actives largely listed as inhibitors. 340,000 tested, under 10 active. Fluorescence polarization, FITC-PTAP peptide / Tsg101 binding. AID 493005; active means well fitted inhibition curve with a large enough effect in the main read-out, with a control signal flat, not every such curve was filed as active; inconclusive means small, poorly fitted or top-dose-only effect, or effect the other way, or a change in a side signal; inactive means no such curve, though single readings can be large or run the other way; further: potency means the concentration at half of the fitted maximal effect; % of control where 0% means no effect
#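 Compounds were pin-transferred onto Tsg101 binding domain (10 uM final) in HEPES pH 7.5 buffer, then FITC-PTAP peptide was added at 50 nM final. After 20 min at RT, polarization reported peptide displacement across a qHTS concentration series.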
# BRCA1 expr act: BRCA1 expression activation; MCF7-BRCA1-FFLuc reporter, luminescence, 48 h; response scale: scaled: vehicle 0%, 10 µM genistein 100%; Potency, µM (top dose mostly 46.1 µM), inactives show at the top dose activation, most hits filed as activators; 1.1% of 380,000 active; AID 624202; further: potency means the concentration at half of the fitted maximal effect; nearly all actives have a fitted effect of over 80% in size; some results filed as inactive show a strong effect at the top dose
#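 Using MCF7 cells harboring a BRCA1 firefly luciferase reporter, plated 2 h before compound pinning, the screen measured luminescence after 48 h incubation. Responses were normalized to DMSO and 10 microM genistein, then fitted for concentration-effect.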
# S-ASM inh: human S-ASM enzyme inhibition; P17405; placental ASM, HMU-PC fluorogenic substrate, 60 min; Potency, µM (highest dose often 57.5 µM), inactives show top-dose activity change, negative = inhibition, usual class: inhibitors; 0.006% of 340,000 active; further: potency means the concentration at half of the fitted maximal effect
# Target sequence (P17405 47-631 limits assumed): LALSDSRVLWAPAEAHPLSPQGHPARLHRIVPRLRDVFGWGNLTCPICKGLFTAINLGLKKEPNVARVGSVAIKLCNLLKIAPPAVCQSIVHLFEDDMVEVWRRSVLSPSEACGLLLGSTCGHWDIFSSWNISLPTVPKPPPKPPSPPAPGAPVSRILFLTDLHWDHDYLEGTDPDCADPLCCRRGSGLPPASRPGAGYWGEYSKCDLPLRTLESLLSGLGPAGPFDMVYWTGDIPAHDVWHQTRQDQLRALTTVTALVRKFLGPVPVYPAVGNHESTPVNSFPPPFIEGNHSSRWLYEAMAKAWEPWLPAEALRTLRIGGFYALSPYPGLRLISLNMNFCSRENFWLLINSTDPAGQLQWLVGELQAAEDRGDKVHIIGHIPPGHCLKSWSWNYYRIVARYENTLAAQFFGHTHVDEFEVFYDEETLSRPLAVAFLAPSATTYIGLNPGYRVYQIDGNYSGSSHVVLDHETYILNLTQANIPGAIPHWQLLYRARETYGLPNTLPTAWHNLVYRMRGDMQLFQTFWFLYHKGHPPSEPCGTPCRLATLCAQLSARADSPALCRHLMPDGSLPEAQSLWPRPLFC
#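 Human placenta-derived ASM preincubated with compound 10 min at room temperature, then reacted with 9 uM (final) fluorogenic HMU-PC substrate for 60 min at 37 C. Stop solution raises pH to 10; fluorescence read at Ex 386/Em 447 nm.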
# Eya2 phos inh: blocks the phosphatase activity of human Eya2; 0.006% of 330,000 active; Potency, µM (titrated, usually from 76.9 µM), inactives show at the highest dose activity, negative = inhibition, actives largely listed as inhibitors; O00167; recombinant Eya2, OMFP fluorescence dephosphorylation (OMFP is methylfluorescein phosphate); further: potency means the concentration at half of the fitted maximal effect; on the % scale 0 is the no-effect control and ±100 the full control effect
#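 Eya2 (0.2 uM) preincubated 10 min at ambient with compound, then OMFP substrate added at 50 uM; 10 min reaction in 50 mM HEPES pH 7.5, 50 mM NaCl, 5 uM MgCl2, 0.05% BSA, 1 mM DTT. Fluorescence read at Ex 485/Em 525 nm.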
# p53 reactivation: restores transcriptional activity of mutant p53; 0.063% of 320,000 active; Potency, µM (top dose mostly 92.2 µM), for the others: top-dose activity change, positive = activation, most hits filed as activators; H1299 p53-A138V BP100-luciferase reporter, luminescence, 24 h; further: potency means the concentration at half of the fitted maximal effect; % of control where 0% means no effect; nearly all actives have a fitted effect of over 45% in size
#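 p53-null H1299 cells stably carrying temperature-sensitive p53-A138V and a BP100-luciferase reporter were pinned with compounds (4-point, 1:5 series) and held 24 hrs at 37 deg C. Luminescence was read 10 min after detection reagent.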
# Integrin act MD: integrin-mediated muscular dystrophy alleviation activation; Potency, µM (titrated, usually from 38.3 µM), inactives show at the highest dose activation, usual class: activators; alpha7betagal myoblasts, beta-gal FDG fluorescence, 48 h; AID 624291; 0.064% of 350,000 active;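 further: potency means the concentration at half of the fitted maximal effect; 100% = response of the positive control SU9516; nearly all actives have a fitted effect of over 60% in size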
#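 Alpha7betagal+/- myoblasts (passage 13) were plated 16-24 hr, then exposed to compounds (1:260 dilution of DMSO stock) for 48 hours at 37C. After MPER lysis, β-galactosidase reporter activity was read as FDG fluorescence (ex 480/em 540) after 30 minutes.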
# ELG1 genotoxic: genotoxicity induction in ELG1-luciferase HEK293T cells | 1.3% of 330,000 active | HEK293T ELG1-luciferase reporter, luminescence, 16 h | Potency, µM (top dose mostly 46 µM), for inactives: at the top dose activity change, positive = activation, hits mostly activators | AID 504466; further: potency means the concentration at half of the fitted maximal effect; % of control where 0% means no effect; nearly all actives have a fitted effect of over 60% in size
#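 16 hr compound incubation (37 °C, 5% CO2) of HEK293T cells carrying luciferase-tagged ELG1; luciferase then measured by ONE-Glo luminescence after 30 min at RT.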
# Numbers without * were called inactive; ? = inconclusive; . = not tested or not shown; [ ] = another dose, or the depositor's remark. Unless noted, the call rests on the fitted dose curve; in most records, active means well fitted curve in the direction sought with a large enough effect; inconclusive means small, poorly fitted or top-dose-only effect, or another doubt; inactive means no such curve, though single readings can be large; an effect the other way counts as inactive or inconclusive.
SMILES,USP2a block,uPA generation,B2AR arrestin,TRPV1 ag,PTAP TSG101 blk,BRCA1 expr act,S-ASM inh,Eya2 phos inh,p53 reactivation,Integrin act MD,ELG1 genotoxic
O=C1[C@@H]2C3C=CC(O3)[C@@H]2C(=O)N1c1ccccc1,1%,.,0.1%,5,.,.,.,21%,?,.,3%
COc1cccc(N/C(SCc2ccccc2F)=C(/C#N)C(=O)NCc2cccs2)c1,-2%,7%,-0.9%,5,1%,-26%,-2%,-3%,-10%,-7%,-3%
C=CCn1c(SCC(=O)Nc2ccc3c(c2)OCCO3)nnc1-c1ccccn1,3%,3%,0.2%,0,-6%,20%,2%,-9%,-2%,9%,0%
c1coc(CNc2nc(N3CCCCC3)nc3ccccc23)c1,1%,-5%,0.2%,1,-1%,-68%,184%[activator],8%,5%,-22%,0%
CCOC(=O)CSc1nnc(CNc2ccc(F)cc2)o1,0%,-1%,-0.4%,0,-3%,-1%,-1%,10%,-8%,0%,16%
CCN1CCN(C(c2cccc(OC)c2)c2sc3nc(C)nn3c2O)CC1 (stereo not given),-1%,2%,0.0%,1,0%,-3%,-1%,0%,-13%,-22%,-1%
CCC1(c2ccccc2)NC(=O)N(CC(=O)NCc2ccc(F)cc2)C1=O (stereo not given),0%,2%,0.3%,1,-9%,-11%,2%,7%,3%,-15%,-1%
O=S(=O)(Nc1nc2c(s1)CCCC2)c1ccc(Br)cc1,-1%,0%,-0.4%,22,0%,-22%,-6%,-5%,8%,7%,-2%

SMILES,USP2a block,uPA generation,B2AR arrestin,TRPV1 ag,PTAP TSG101 blk,BRCA1 expr act,S-ASM inh,Eya2 phos inh,p53 reactivation,Integrin act MD,ELG1 genotoxic
COc1ccccc1-c1nc2cc3ccccc3cc2nc1-c1ccccc1,3%,11%,0.1%,2,1%,2%,28%,-6%,4%,-14%,-7%
Nc1c(C(=O)O)cnc2c(-c3ccc(Cl)cc3)cnn12,1%,-15%,0.0%,-4,-1%,-46%,9%,-3%,?,-54%[inhibitor],?
COc1ccccc1-n1nnnc1SCC(=O)Nc1ccc(C)c(N)c1,-2%,6%,0.0%,17,-2%,-64%,-2%,16%,-4%,13%,-6%
CC(C)c1nc2c(s1)CCc1onc(-c3cccc([N+](=O)[O-])c3)c1-2,-9%,11%,10%,4,0%,0%,-8%,-24%,25%,1%,-1%
COc1ccc(C2C(C(C)=O)=C(O)C(=O)N2CCN(C)C)cc1OC (stereo not given),3%,.,-0.2%,1,.,.,.,-13%,26%,.,0%
CC(C)Sc1nc2c(c(=O)[nH]c(=O)n2C)n1CC(O)COc1ccccc1 (stereo not given),3%,1%,0.0%,3,-5%,-7%,-1%,-6%,-1%,20%,-6%
CCOC(=O)N1CCN(C(=O)CNC(=O)c2ccc(Br)o2)CC1,-1%,-2%,-1.0%,-1,-1%,30%,0%,4%,4%,39%,-2%
Cc1nc(CS(=O)(=O)c2ccc(Cl)cc2)cc(Sc2ccc(Cl)cc2)n1,-8%,-5%,-0.2%,-1,-3%,-28%,-6%,-16%,-1%,5%,-10%

SMILES,USP2a block,uPA generation,B2AR arrestin,TRPV1 ag,PTAP TSG101 blk,BRCA1 expr act,S-ASM inh,Eya2 phos inh,p53 reactivation,Integrin act MD,ELG1 genotoxic
O=C(Nc1cccc2ccccc12)N1CC=CCC1,2%,0%,-0.7%,-1,-3%,-12%,3%,15%,1%,-6%,1%
N#Cc1c(C(F)(F)F)cc(-c2ccccc2)nc1SCc1nc(N)nc(N2CCOCC2)n1,3%,0%,-0.3%,16,?,-8%,25%,2%,8%,11%,11%
CC(=O)N1CCOc2ccc(S(=O)(=O)N3CCC(C(=O)Nc4cc(C)ccc4C)CC3)cc21,4%,-3%,-0.1%,2,-5%,-2%,5%,-5%,-1%,11%,-7%
O=C(Nc1nncs1)C1CC(=O)N(CCc2ccc(F)cc2)C1 (stereo not given),2%,-2%,-0.1%,1,0%,13%,-1%,-2%,0%,2%,-1%
CNc1oc(-c2ccco2)nc1C#N,2%,-2%,-0.3%,-3,-1%,23%,4%,-7%,-6%,6%,7%
CCOc1ccccc1NC(=O)NC(=O)N(C)S(=O)(=O)c1ccc(C)cc1,1%,-4%,0.1%,-2,-1%,-13%,0%,-16%,-6%,-15%,-4%
COc1ccc(-n2c(Cn3c(=O)sc4ccccc43)nnc2SCC(N)=O)cc1,0%,5%,0.4%,0,-5%,1%,-3%,22%,-2%,22%,1%
O=C(c1cc(-c2cccs2)on1)N1CCN(C(c2ccccc2)c2ccccc2)CC1,-3%,4%,0.1%,22,-3%,-51%,-8%,?,1%,-9%,-8%

SMILES,USP2a block,uPA generation,B2AR arrestin,TRPV1 ag,PTAP TSG101 blk,BRCA1 expr act,S-ASM inh,Eya2 phos inh,p53 reactivation,Integrin act MD,ELG1 genotoxic
NC(=O)CN1CCN(Cc2ccc3c(c2)OCO3)CC1,1%,1%,0.5%,-1,-2%,18%,5%,1%,17%,-9%,4%
CC[C@H](C)[C@@H](NC(=O)O[C@@H]1C(=O)c2cc(Br)ccc2O[C@H]1c1cccc(OC)c1)C(=O)OC,-3%,0%,0.3%,7,2%,-32%,-11%,-6%,27%,-14%,-1%
O=C(O)/C=C/C(=O)N1CCN(C(c2ccccc2)c2ccccc2)CC1,0%,-4%,-1.0%,-3,-2%,15%,4%,6%,-1%,?,1%
CCc1ccc(OCC(=O)Nc2cccc3c2CCCC3)cc1,2%,-5%,-0.8%,23,0%,-2%,-2%,1%,2%,-42%,2%
COc1ccc(C2=NOC(C(=O)NCc3ccccc3)C2)cc1 (stereo not given),3%,.,0.5%,-7,-3%,-66%,2%,-6%,5%,-17%[7.66 µM],11%
COc1ccccc1NC(=O)CN(C)S(=O)(=O)c1cc(C)ccc1OC,-1%,.,-0.7%,7,-3%,1%,7%,-1%,-3%,-17%[7.66 µM],3%
COc1ccc(-c2cc(C3CCN(c4cc(Cl)nc(N)n4)CC3)[nH]n2)cc1,1%,.,0.2%,0,-5%,-69%,?,4%,-3%,0%,-10%
CSc1ccc(C#N)cc1NC(=O)c1ccccc1,-2%,10%,0.1%,1,-4%,3%,0%,3%,-5%,9%,1%

SMILES,USP2a block,uPA generation,B2AR arrestin,TRPV1 ag,PTAP TSG101 blk,BRCA1 expr act,S-ASM inh,Eya2 phos inh,p53 reactivation,Integrin act MD,ELG1 genotoxic
COc1cccc(C2C(C(N)=O)=C(C)Nc3nc(CCCO)nn32)c1 (stereo not given),0%,14%,-1.0%,1,-1%,1%,3%,-5%,.,5%,0%
CC(=O)N1c2ccc(S(=O)(=O)N3CCCC(C(=O)NCc4ccccc4)C3)cc2CC1C (stereo not given),0%,2%,0.0%,2,0%,0%,2%,6%,.,-8%,0%
O=C(COC(=O)c1cccnc1Cl)Nc1ncc(Cl)cc1Cl,0%,0%,0.0%,2,2%,-28%,6%,7%,0%,-2%,3%
CCCN(CCC)C(=O)c1ccc2c(c1)OCO2,1%,2%,0.0%,4,-4%,8%,2%,-3%,-4%,-26%,0%

# Grouped by structure, the compounds so far with an aryl thioether with sulfur outside any ring (8)
SMILES,USP2a block,uPA generation,B2AR arrestin,TRPV1 ag,PTAP TSG101 blk,BRCA1 expr act,S-ASM inh,Eya2 phos inh,p53 reactivation,Integrin act MD,ELG1 genotoxic
C=CCn1c(SCC(=O)Nc2ccc3c(c2)OCCO3)nnc1-c1ccccn1,3%,3%,0.2%,0,-6%,20%,2%,-9%,-2%,9%,0%
CCOC(=O)CSc1nnc(CNc2ccc(F)cc2)o1,0%,-1%,-0.4%,0,-3%,-1%,-1%,10%,-8%,0%,16%
COc1ccccc1-n1nnnc1SCC(=O)Nc1ccc(C)c(N)c1,-2%,6%,0.0%,17,-2%,-64%,-2%,16%,-4%,13%,-6%
CC(C)Sc1nc2c(c(=O)[nH]c(=O)n2C)n1CC(O)COc1ccccc1 (stereo not given),3%,1%,0.0%,3,-5%,-7%,-1%,-6%,-1%,20%,-6%
Cc1nc(CS(=O)(=O)c2ccc(Cl)cc2)cc(Sc2ccc(Cl)cc2)n1,-8%,-5%,-0.2%,-1,-3%,-28%,-6%,-16%,-1%,5%,-10%
N#Cc1c(C(F)(F)F)cc(-c2ccccc2)nc1SCc1nc(N)nc(N2CCOCC2)n1,3%,0%,-0.3%,16,?,-8%,25%,2%,8%,11%,11%
COc1ccc(-n2c(Cn3c(=O)sc4ccccc43)nnc2SCC(N)=O)cc1,0%,5%,0.4%,0,-5%,1%,-3%,22%,-2%,22%,1%
CSc1ccc(C#N)cc1NC(=O)c1ccccc1,-2%,10%,0.1%,1,-4%,3%,0%,3%,-5%,9%,1%
